# Screening results deposited in PubChem by National Center for Advancing Translational Sciences (NCATS).
# TRPV1 agonist – human TRPV1 agonism; AID 540275; activation, % at 8.33 µM; Q8NER1; TRPV1-expressing cells, Fluo-8 calcium influx, agonist mode; 320,000 tested, 0.19% active; in the data active means activation above about 80%; inconclusive means between about 30% and that limit; further: 0% is about no effect
#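 TRPV1-expressing cells were cultured overnight at 35.5C and loaded with Fluo-8 calcium dye for 40 to 90 min at room temperature. After a 10 s baseline, compound was added and calcium influx was read kinetically for 3 min (ex 480/em 520 nm).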
# MBNL1-CUG inh – inhibitors of human MBNL1 binding to CUG repeat RNA; AID 2675; Potency, µM (series often up to 57.5 µM), for the others: top-dose activity change, negative = inhibition, actives largely listed as inhibitors; 280,000 tested, 0.036% active; TR-FRET MBNL1-His/biotin-(CUG)12 binding, 665/545 ratio; active means well fitted inhibition curve with a large enough effect in the signal ratio, with a control signal flat, not every such curve was filed as active; inconclusive means small, poorly fitted or top-dose-only effect, or effect the other way, or a change in a side signal; inactive means no such curve, though single readings can be large or run the other way; the % refers to the signal ratio; further: potency means the concentration at half of the fitted maximal effect; on the % scale 0 is the no-effect control and ±100 the full control effect
# Target sequence (Q9NR56 whole entry, looked up): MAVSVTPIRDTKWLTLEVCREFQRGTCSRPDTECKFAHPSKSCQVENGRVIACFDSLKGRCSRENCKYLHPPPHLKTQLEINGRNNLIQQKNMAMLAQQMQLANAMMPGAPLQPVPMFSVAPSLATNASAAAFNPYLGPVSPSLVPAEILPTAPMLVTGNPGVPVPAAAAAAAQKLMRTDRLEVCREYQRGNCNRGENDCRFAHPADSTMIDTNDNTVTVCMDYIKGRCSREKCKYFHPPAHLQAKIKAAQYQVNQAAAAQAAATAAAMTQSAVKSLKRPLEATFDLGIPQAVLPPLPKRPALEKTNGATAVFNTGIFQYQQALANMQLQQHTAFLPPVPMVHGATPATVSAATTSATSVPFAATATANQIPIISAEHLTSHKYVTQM
#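 His-tagged MBNL1 binding to biotinylated (CUG)12 RNA was measured by TR-FRET using terbium anti-His antibody (0.055 ng/ul final) and streptavidin-XL665 (5 nM final). Compounds were titrated 92 nM to 58 uM; 60 min at room temperature.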
# ASM inhibitor – inhibitors of human secretory acid sphingomyelinase | placental ASM, HMU-PC fluorogenic substrate, 60 min | Potency, µM (series often up to 57.5 µM), for inactives: at the highest dose activity change, negative = inhibition, hits mostly inhibitors | 340,000 tested, 0.006% active | AID 504937; further: potency means the concentration at half of the fitted maximal effect
#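 Steps: dispense placental human ASM, pin compound, wait 10 min at room temperature, add HMU-PC0 substrate at 9 uM final, incubate 60 min at 37 °C, add stop solution raising pH to 10, read fluorescence.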
# FBPA coupling cs – coupling enzyme interference in Giardia aldolase counter-screen. activity change, negative = inhibition, % at 58.2 µM, hits read low. coupling enzyme system counterscreen, AmpLite Red fluorescence. 290,000 tested, 0.67% active; in the data active means activity change below about -30%; further: on the % scale 0 is the no-effect control and ±100 the full control effect
#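 First, compound is pin-transferred into glyceraldehyde-3-phosphate coupling-enzyme reagent at 57.5 uM final and held 10 min at RT. Next, substrate, coupling system and AmpLite Red are added. After 20 min RT, fluorescence (525/598 nm) is read.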
# CXXC DNA block – inhibitors of human MLL CXXC domain-DNA interaction; Q03164; MLL-CXXC / FITC-HOXA9 DNA fluorescence polarization; Potency, µM (top dose mostly 115 µM), without a hit: at the highest dose activity change, negative = inhibition, actives largely listed as inhibitors; 290,000 tested, 0.037% active; active means well fitted inhibition curve with a large enough effect in the polarisation, with a control signal flat, not every such curve was filed as active; inconclusive means small, poorly fitted or top-dose-only effect, or effect the other way, or a change in a side signal; inactive means no such curve, though single readings can be large or run the other way; the % refers to the polarisation; further: potency means the concentration at half of the fitted maximal effect
#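 Fluorescence polarization: 7 uM MLL-CXXC (stock) preincubated 5 min with compounds, then 50 nM fluorescein-HOX-A9 DNA (stock) added; 30 min ambient. Buffer 50 mM Tris-HCl pH 7.5, 50 mM NaCl, 1 mM DTT, 0.05% BSA.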
# KCNH2 3.1 inh – KCNH2 3.1 (human) potassium channel inhibition; U2OS KCNH2 3.1, thallium flux FluxOr; hits give low values; activity change, % (tested at about 1.8 µM); 340,000 tested, 0.95% active;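 active means maximum activity change below -70%; inconclusive means maximum activity change from -70% to -50%; inactive means maximum activity change above -50%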;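 further: thallium influx rate constant from kinetic fluorescence after stimulation buffer; on the % scale 0 is the no-effect control and ±100 the full control effect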
#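 Kinetic fluorescence (2 min after stimulation buffer) measures Tl+ influx through KCNH2 3.1 expressed by viral transduction in U2OS cells; the rate constant is normalized against DMSO controls serving as positive and negative references.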
# GALK inh – galactokinase (human) inhibition. P51570. Purified GALK, Kinase-Glo residual ATP luminescence. Potency, µM (doses to about 57.5 µM), without a hit: top-dose activity change, negative = inhibition, most hits filed as inhibitors. 270,000 tested, 0.007% active; further: potency means the concentration at half of the fitted maximal effect; on the % scale 0 is the no-effect control and ±100 the full control effect
# Target sequence (P51570 whole entry, looked up): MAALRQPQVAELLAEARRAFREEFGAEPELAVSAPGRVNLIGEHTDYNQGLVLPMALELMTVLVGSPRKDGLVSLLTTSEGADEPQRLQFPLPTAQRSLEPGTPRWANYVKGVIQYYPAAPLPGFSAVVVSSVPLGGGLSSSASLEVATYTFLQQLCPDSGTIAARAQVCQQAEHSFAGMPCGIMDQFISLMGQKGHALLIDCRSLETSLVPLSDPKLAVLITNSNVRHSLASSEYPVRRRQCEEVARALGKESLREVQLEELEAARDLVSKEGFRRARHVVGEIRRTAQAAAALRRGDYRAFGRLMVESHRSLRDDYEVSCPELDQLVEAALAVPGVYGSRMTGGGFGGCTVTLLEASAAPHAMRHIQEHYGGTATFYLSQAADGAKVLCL
#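 The enzyme phosphorylates galactose (100 uM) using ATP (35 uM); inhibition is detected as higher residual ATP, quantified by bioluminescence after 1 h reaction at room temperature, pH 8.0.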
# a7 integrin act – integrin-mediated muscular dystrophy alleviation activation. alpha7betagal myoblasts, beta-gal FDG fluorescence, 48 h. Potency, µM (top dose mostly 38.3 µM), for the others: at the highest dose activation, most hits filed as activators. 350,000 tested, 0.064% active. AID 624291;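 further: potency means the concentration at half of the fitted maximal effect; 100% = response of the positive control SU9516; nearly all actives have a fitted effect of over 60% in size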
#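 Alpha7betagal+/- myoblasts (passage 13) were plated 16-24 hr, then exposed to compounds (1:260 dilution of DMSO stock) for 48 hours at 37C. After MPER lysis, β-galactosidase reporter activity was read as FDG fluorescence (ex 480/em 540) after 30 minutes.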
# A-T KAP1 phos – potential ataxia-telangiectasia treatments restoring KAP-1 phosphorylation; 320,000 tested, 0.19% active; AID 485349; […] A-T fibroblasts, KAP-1 phosphorylation AlphaLISA; neocarzinostatin DNA damage 30 min before lysis; Potency, µM (highest dose often 57.5 µM), inactives show top-dose activation, usual class: activators; further: potency means the concentration at half of the fitted maximal effect; % of control where 0% means no effect; nearly all actives have a fitted effect of over 45% in size
#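 hTERT-immortalized A-T patient fibroblasts ([…]), 500 cells/well in OPTI-MEM, 1% FBS, got compounds for 60 min, then NCS for 30 min at 37C. Lysates were then assayed for phospho-KAP-1 by AlphaLISA (anti-pKAP1 donor, anti-KAP1 acceptor beads), 6 hr at 25C.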
# KCNH2 WT inh – blocks the wildtype human KCNH2 potassium channel | 340,000 tested, 0.37% active | U2OS, BacMam KCNH2, thallium flux FluxOr; hits give low values | Q12809 | activity change, % at 1.84 µM;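 active means maximum activity change below -70%; inconclusive means maximum activity change between -70% and -50%; inactive means maximum activity change above -50%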; further: on the % scale 0 is the no-effect control and ±100 the full control effect
#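 U2OS cells transduced with wild-type KCNH2 virus are loaded with FluxOr dye for 45 min, and thallium flux is measured in kinetic reads before and after stimulation buffer. Rate constants are normalized to DMSO controls.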
# Starred values were filed as active, the others as inactive; ? = inconclusive; . = not tested or not shown; [ ] = dose if it differs, or a comment. Unless noted, the call rests on the fitted dose curve; in most records, active means well fitted curve in the direction sought with a large enough effect; inconclusive means small, poorly fitted or top-dose-only effect, or another doubt; inactive means no such curve, though single readings can be large; an effect the other way counts as inactive or inconclusive.
SMILES	TRPV1 agonist	MBNL1-CUG inh	ASM inhibitor	FBPA coupling cs	CXXC DNA block	KCNH2 3.1 inh	GALK inh	a7 integrin act	A-T KAP1 phos	KCNH2 WT inh
COc1ccccc1-c1c(NC(=O)c2ccco2)n(C)c2ccccc2c1=O	0	.	5%	3	-4%	0	1%	11%	14%	-5
CC(C)N(Cc1ccccc1)C(=O)CN1C(=O)NC(Cc2ccccc2)(c2ccccc2)C1=O (configuration not stated)	3	7%	2%	.	1%	-1	-2%	18%	4%	-5
COc1ccc(NC(=O)CSCC(=O)Nc2cccc(S(=O)(=O)N3CCCCCC3)c2)cc1	23	.	.	.	.	-4	.	3%	6%	5
CCC1CCCCN1C(=O)CCc1nnc(Cc2cc(OC)ccc2OC)o1 (configuration not stated)	-1	-1%	0%	1	-13%	1	4%	-12%	-14%	-9
Fc1ccc(-c2ccc(CNCc3ccccn3)o2)cc1	0	8%	2%	3	6%	3	5%	5%	1%	8
O=C1CCN(Cc2ccccc2)C=C1c1ccc(Cl)cc1	.	.	-3%	.	.	-10	.	19%	2%	0
CN(C(=O)CSc1n[nH]c(N)n1)C1CCCCC1	.	.	-2%	.	.	20	.	7%	-1%	-1
Cc1ccc(NC(=O)CSc2nc(O)c(Cc3ccccc3)c(=O)n2-c2ccccc2)cc1	-1	-17%	-1%	13	1%	-1	0%	0%	4%	1
O=C(NCC1OCCc2ccccc21)C1COc2ccccc2O1 (configuration not stated)	28	.	0%	0	-6%	5	3%	-17%	1%	8
CN(CCN1CCOCC1)C(=O)c1cc(COc2ccc(F)c(F)c2)on1	4	2%	-1%	.	-5%	.	2%	?	10%	2
O=C(NNC(=O)c1ccccc1-n1cccc1)c1ccc(Cl)c(Cl)c1	-4	-3%	0%	4	-6%	-22	-3%	2%	-4%	16
O=C(NNc1cc(N2CCCC2)nc(N2CCCC2)n1)c1ccc([N+](=O)[O-])cc1	-1	18%	-7%	-26	-2%	-90*	5%	0%	-7%	-41
CCNC(=O)C1CC(=O)OC12CCCCC2 (configuration not stated)	-3	-11%	-2%	0	7%	-8	0%	40%	16%	-3
COc1ccc(N2CC(C(=O)Nc3c4c(nn3-c3ccc(OC)cc3)CS(=O)(=O)C4)CC2=O)cc1 (configuration not stated)	2	-10%	2%	0	?	-2	-2%	10%	-4%	28
CCN(CC)c1ccc(S(=O)(=O)N2CCOCC2)cc1NC(=O)CSC(=S)N1CCCC1	?	12%	0%	-2	-2%	2	0%	-36%	-1%	20
COC(=O)c1c(-c2ccc(C)cc2)csc1NC(=O)C1CC=CCC1C(=O)O (configuration not stated)	-2	.	?	9	-3%	-8	2%	?	-2%	8
CCOC(=O)CNC(=O)N1CCc2ccc(NC(=O)c3ccccc3Cl)cc2C1	-1	-4%	-3%	0	-5%	-2	2%	32%	-6%	-2
CCCCN(C(=O)NCCCCCCNC(=O)N(CCCC)C1CCS(=O)(=O)C1)C1CCS(=O)(=O)C1 (configuration not stated)	-7	-6%	30%	.	1%	17	-1%	33%	1%	-1
O=C(Nc1cccc(-c2ccc(N3CCOCC3)nn2)c1)c1ccccc1Cl	2	.	-4%	.	.	-4	.	-9%	-1%	3
CCN(CC(=O)NC1CCCCCC1)S(=O)(=O)c1ccccc1	19	-1%	-1%	2	5%	-9	2%	-19%	6%	-3
CC(=O)NS(=O)(=O)c1ccc(NC(=O)CSc2ccccc2)cc1	2	-2%	0%	6	-2%	5	-2%	?	18%	0
COC(=O)c1cc(=O)nc2sc3cc(OC)ccc3n12	-3	-5%	5%	1	22%	-11	1%	6%	.	2
CC(=O)C1=C(O)C(=O)N(C)C1c1ccccc1F (configuration not stated)	-1	-9%	0%	-2	-9%	4	2%	-1%	6%	32
Cn1c(=O)c2c(nc(NN=C3CCCCC3)n2C)n(C)c1=O	-2	20%	-2%	-12	?	18	2%	-25%	-5%	1
Cc1cc(C)cc(NC(=O)CCn2ccnc2C)c1	2	0%	1%	-3	8%	-1	-2%	0%	4%	-6

# An excerpt from the list above, for reference:
SMILES	TRPV1 agonist	MBNL1-CUG inh	ASM inhibitor	FBPA coupling cs	CXXC DNA block	KCNH2 3.1 inh	GALK inh	a7 integrin act	A-T KAP1 phos	KCNH2 WT inh
Cn1c(=O)c2c(nc(NN=C3CCCCC3)n2C)n(C)c1=O	-2	20%	-2%	-12	?	18	2%	-25%	-5%	1
Cc1cc(C)cc(NC(=O)CCn2ccnc2C)c1	2	0%	1%	-3	8%	-1	-2%	0%	4%	-6

# Going on with the list.
SMILES	TRPV1 agonist	MBNL1-CUG inh	ASM inhibitor	FBPA coupling cs	CXXC DNA block	KCNH2 3.1 inh	GALK inh	a7 integrin act	A-T KAP1 phos	KCNH2 WT inh
CCOC(=O)c1cccc(NC(=O)c2cccnc2)c1	25	6%	1%	-1	-2%	-7	2%	-20%[7.66 µM]	24%	6
O=C(NCc1cccnc1)C1COc2ccccc2O1 (configuration not stated)	0	-1%	-2%	4	2%	1	2%	19%	-2%	-3
C=CCC1(CC=C)CCCN1C(=O)c1cc(COc2cncc(Cl)c2)on1	29	-2%	.	.	-1%	.	-7%	.	14%	.
COc1cc(/C=N/NC(=O)c2ccc(CSc3nc4ccccc4[nH]3)cc2)cc(OC)c1OC	-3	35%[activator]	?	7	-4%	-10	2%	-15%	.	2
O=C(NCCCCO)c1ccc2c3c(cccc13)CC2	1	23%	-1%	1	-1%	-7	1%	?	-10%	-20
CC(C)[C@H](NC(=O)Nc1ccc(Oc2ccccc2)cc1)C(=O)O	1	0%	0%	5	1%	17	6%	9%	1%	-9
COCCCNC(=O)c1c[nH]c2ccc(S(=O)(=O)N(C)c3ccccc3C)cc2c1=O	8	1%	0%	1	0%	-5	0%	1%	?	2
Cc1ccc(S(=O)(=O)N2CCCOC2CNC(=O)C(=O)NC2CCCCC2)cc1 (configuration not stated)	-2	-6%	1%	5	-5%	-5	8%	-27%	3%	5
CCn1nnnc1SCC(=O)Nc1ccc2c(c1)OCCO2	-4	-17%	3%	-4	-6%	-6	1%	8%	-4%	-2
Cc1ccc(C2C(C(=O)c3cccs3)=C(O)C(=O)N2c2cccc(C)n2)cc1 (configuration not stated)	-1	34%[activator]	-1%	9	?	10	-1%	41%	-23%	16
COc1ccc(S(=O)(=O)N2CCN(CC(=O)Nc3ccc(F)c(F)c3)CC2)cc1	-2	9%	-1%	0	-2%	-20	2%	-3%	5%	11
Cc1ccc(C(=O)c2cc(C)sc2NC(=O)CN2CCN(C(=O)c3ccco3)CC2)cc1	14	?	-15%	-1	0%	-27	0%	-40%	3%	16
CN1C(=O)c2ccccc2N(C)C1c1cccs1 (configuration not stated)	-4	5%	247%[activator]	-2	2%	26	4%	-6%	3%	3
CC(C)OCCCNc1nc2c([nH]1)c(=O)n(C)c(=O)n2C	-1	13%	0%	0	-9%	8	-2%	2%[7.66 µM]	7%	15
Cc1cc2n(n1)C(c1ccc3c(c1)OCO3)Nc1ccccc1-2 (configuration not stated)	0	6%	1%	1	0%	-3	8%	-11%	1%	-5
COC(=O)[C@@H](Cc1ccccc1)N(Cc1ccccc1)S(=O)(=O)N(Cc1ccccc1)[C@H](Cc1ccccc1)C(=O)OC	.	.	4%	.	.	1	.	-19%	-3%	5
COc1cccc(N2CCN(C(=S)NCCc3ccccc3)CC2)c1	?	-5%	-3%	-2	11%	1	2%	-38%	1%	-2
O=C1C2N=NN(CC(=O)N3N=C(c4cccc5ccccc45)CC3c3ccccc3)C2C(=O)N1c1ccccc1 (configuration not stated)	?	18%	0%	1	13%	-5	0%	10%	-3%	-27
COc1ccccc1NC(=O)c1ccc2nc(-c3ccccc3)c(-c3ccccc3)nc2c1	1	0%	-12%	0	1%	-8	3%	-12%	1%	-10
O=C(CSc1nnc(Cc2ccccc2)o1)NC1CC2CCC1C2 (configuration not stated)	6	-2%	0%	2	-1%	11	-4%	-21%	4%	0
CCCCc1c(O)nc(SCC(=O)N2CCCCC2)n(-c2ccccc2C)c1=O	-2	4%	1%	2	-2%	-11	0%	-11%	-5%	-2
COc1ccc(N2CCN(c3ncccn3)CC2)cc1	5	13%	6%	0	2%	8	1%	-58%[inhibitor]	-3%	-17
CN(CCc1ccccc1)C(=O)CCc1nnc(Cc2ccc3c(c2)OCO3)o1	3	-2%	-1%	.	4%	5	5%	7%	3%	-9
Cc1ccc2nc(Nc3ncc4c(n3)CCCC4=O)nc(C)c2c1	-2	3%	.	2	43%[activator]	.	11%	.	6%	.
Cc1ccc(S(=O)(=O)NCc2ccc(C(=O)N3CCCC3)cc2)cc1	-2	15%[11.5 µM]	4%	1	9%	6	.	-22%	3%	2
